# Bioassay records as filed in PubChem.
# HSF1 inhib: HSF1 inhibition; activity change, negative = inhibition, % at 7.5 µM (by protocol); NIH3T3-HGL HSE-luciferase, MG132-induced, luminescence 8 h; active compounds read low; 300,000 tested, 0.77% active;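 active = more than half of replicate wells show activity change below -50%, luminescence cut by over half; inconclusive = some wells, but at most half, below -50%; inactive = no replicate well below -50%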;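 note: luciferase reports HSF-1 transcriptional activity via heat shock element; 0% = median of DMSO wells and -100% = zero luminescence signal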
# aSyn 5UTR inh: MLPCN primary screen, SNCA 5' untranslated region; alpha-synuclein 5'UTR reporter, inhibitor activity; inhibition, % (tested at 7.5 µM); 300,000 tested, 0.82% active; AID 1813; in the data active = inhibition above about 60%; inconclusive = no clear call, values can overlap the other calls;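 note: H4 neuroglioblastoma cells stably carrying SNCA 5'UTR luciferase fusion; 0% = DMSO wells and 100% = positive control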
# HSP90 inh: blocks HSP90-mediated luciferase refolding in reticulocyte lysate; Rabbit reticulocyte lysate, luciferase refolding luminescence, 3 h; inhibition, % at 5.6 µM; 290,000 tested, 0.91% active; AID 1789;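 active = inhibition above the screen-wide mean plus 3 SD, computed separately per campaign, cut at about 16% in these data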;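 note: 0% = DMSO wells and 100% = 60 µM geldanamycin wells; inhibitors lower the luminescence because luciferase stays unfolded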
# PolyA inh: yeast polyadenylation inhibition. calls only at 12 µM. 300,000 tested, 0.02% active. S. cerevisiae SKY197-pL101 polyadenylation reporter, beta-gal luminescence; efflux-impaired pdr1/pdr3 knockout yeast; score 100 = 6 SD above DMSO. AID 1875;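 active = lowest replicate activity score at least 50, where 100 means six control SD above control mean; inconclusive = lowest score under 50 but half or more replicates reach 50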;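 note: yeast exposed to compound for 9 h at 30 °C; higher score means more reporter readthrough which indicates perturbed polyadenylation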
# KLF5 inhibitor: inhibitors of KLF5 expression | 290,000 tested, 0.23% active | DLD-1 KLF5 promoter-luciferase reporter, luminescence | inhibition, % at 5 µM;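 active = inhibition above a per-plate limit of that plate's mean compound inhibition plus 3 SD, cut at about 60% in these data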;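 note: 0% = DMSO wells and 100% = LY294002 at 200 µM; higher means less KLF5 promoter-driven luciferase light; inactives centre near -14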
# AI-2 QS modul: modulates the Vibrio harveyi AI-2 quorum sensing system. 300,000 tested, 0.4% active. AID 2094. activity change, % at 7.5 µM. Vibrio harveyi JMH597 AI-2 luminescence/OD600 ratio, 9 h; active compounds read low; strain lacks LuxN and CqsS sensors; 0 = neutral-control median; in the data active = activity change below about -75%, passing the limit was not always enough; inconclusive = no clear call, values can overlap the other calls;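 note: luminescence divided by OD600 gain over 9 h not by final OD600 alone; inactives centre near 13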
# IEC-6 tox: IEC-6 cytotoxicity, counter-screen for KLF5 inhibitors; luminescence viability; inhibition, % at 5 µM; 290,000 tested, 0.78% active; AID 1825; in the data active = inhibition above about 22%;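 note: 0% = plate median of test compound wells and 100% = cytotoxic reference compound wells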
# GSK3beta inhib: human GSK3beta kinase inhibition; GST-GSK3beta kinase, ADP-Glo luminescence, 60 min; active compounds read low; activity score (negative = inhibition), % at 10 µM; 300,000 tested, 0.038% active; AID 2097;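 active = more than half of replicate wells score below -50%, meaning over 50% inhibition versus plate controls; inconclusive = some replicates but at most half score below -50%; inactive = no replicate scores below -50%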;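 note: 0% = median DMSO wells and -100% = median GW8510 positive control wells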
# Target sequence (P49841 whole entry, looked up): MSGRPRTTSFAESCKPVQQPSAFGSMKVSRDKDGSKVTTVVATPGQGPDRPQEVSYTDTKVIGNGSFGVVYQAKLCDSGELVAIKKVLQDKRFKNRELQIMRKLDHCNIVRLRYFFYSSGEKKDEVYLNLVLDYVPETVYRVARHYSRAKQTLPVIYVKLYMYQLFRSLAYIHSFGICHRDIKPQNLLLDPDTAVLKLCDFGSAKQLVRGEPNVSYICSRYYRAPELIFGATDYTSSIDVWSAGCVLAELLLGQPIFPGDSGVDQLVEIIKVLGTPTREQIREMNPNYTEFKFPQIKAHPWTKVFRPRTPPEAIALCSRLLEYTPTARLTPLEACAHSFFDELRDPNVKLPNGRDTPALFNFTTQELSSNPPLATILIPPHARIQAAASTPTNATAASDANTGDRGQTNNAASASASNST
#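 test system = GST-tagged human GSK3beta kinase, cell-free | reagent = 25 µM ATP with peptide substrate | dosing = one dose of 10 µM per compound | schedule = 60 min reaction, RT | detection = luminescent ADP-Glo measurement of ADP formed | control set = DMSO neutral wells and GW8510 at 20 µM as positive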
# HSF1 activator: increases HSF-1 driven luciferase reporter signal; activation, % at 9 µM; 300,000 tested, 1.7% active; NIH3T3-HGL HSF-1 luciferase reporter, MG132, 8 h; 100% = twice DMSO control signal;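 active = mean replicate activation of at least 50% with a set share of replicates each reaching 50%; inconclusive = only one of those two conditions met; inactive = mean below 50% and too few replicates reaching it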;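 note: 0% = median of the neutral control wells and 100% = twice that signal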
# GSK3 alpha inh: inhibitors of human GSK-3 alpha kinase; ADP-Glo luminescence, 60 min; inhibition, % at 10 µM; P49840; 320,000 tested, 0.1% active;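 in the data active = inhibition above about 50%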;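 note: GST-tagged GSK-3 alpha with peptide substrate and 25 µM ATP; 0% = DMSO neutral wells and 100% = GW8510 positive control wells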
# Target sequence (P49840 whole entry, looked up): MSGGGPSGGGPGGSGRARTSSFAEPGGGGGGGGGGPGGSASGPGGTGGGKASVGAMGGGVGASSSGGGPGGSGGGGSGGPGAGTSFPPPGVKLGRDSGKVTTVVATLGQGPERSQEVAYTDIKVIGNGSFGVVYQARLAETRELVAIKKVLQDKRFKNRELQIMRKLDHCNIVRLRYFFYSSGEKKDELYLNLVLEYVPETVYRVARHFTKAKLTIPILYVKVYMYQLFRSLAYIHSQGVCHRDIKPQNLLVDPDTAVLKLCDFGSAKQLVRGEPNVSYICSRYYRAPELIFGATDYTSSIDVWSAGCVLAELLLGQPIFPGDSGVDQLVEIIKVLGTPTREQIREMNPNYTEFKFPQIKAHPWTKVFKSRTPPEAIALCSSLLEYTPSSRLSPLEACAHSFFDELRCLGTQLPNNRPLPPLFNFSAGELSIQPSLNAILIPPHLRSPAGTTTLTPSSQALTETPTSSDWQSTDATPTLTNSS
# Active calls of the source: *; i = inactive; ? = inconclusive; . = no result given. These rows are one share of the data; the hit share may differ from the screen's.
SMILES,HSF1 inhib,aSyn 5UTR inh,HSP90 inh,PolyA inh,KLF5 inhibitor,AI-2 QS modul,IEC-6 tox,GSK3beta inhib,HSF1 activator,GSK3 alpha inh
COc1ccc(Nc2nc(NCCO)nc(OC)n2)cc1,-6,-1,0,i,7,13,0,3,-10,-1
CCn1nnc(NC(=O)c2cc3ccccc3o2)n1,15,-168,3,i,-82,15,-3,-3,9,1
C(=N\N=C\c1ccccc1)/c1ccccc1,3,-96,0,i,3,16,5,1,14,0
CCOc1ccc(NC(=O)C2CCCN2C(=O)NC2CCCCC2)cc1 (stereo unspecified),21,6,-1,i,-4,13,-3,-3,6,-1
Cn1cccc1/C=C1\SC(=O)N(CC(=O)Nc2ccc(F)cc2)C1=O,4,-2,-2,i,-42,36,-6,2,11,1
COc1ccc(-n2nc(C(=O)O)c3ccccc3c2=O)cc1,-1,0,0,i,-24,25,2,1,10,-2
COc1ccccc1/C=N/NC(=O)CNC(=O)c1ccc(S(=O)(=O)N2CCCC2)cc1,-5,-27,2,i,-17,9,-2,0,-3,0
Nc1nc(NCC2CCCO2)nc(Nc2ccccc2F)c1[N+](=O)[O-] (stereo unspecified),-5,13,3,i,-37,3,-6,-9,-1,5
CO/N=C/NC(=O)c1c(OC)ccnc1Oc1cccc(C(F)(F)F)c1,-4,25,-1,i,31,12,-5,0,-12,0
c1ccc(-c2cnc(CSc3ncnc4sccc34)o2)cc1,10,-30,-1,i,-6,?,-1,2,32,-3
OC(CN1CCN(c2ccccn2)CC1)Cn1c2ccccc2c2ccccc21 (stereo unspecified),-1,1,3,i,-22,19,-3,-1,26,-1
COc1ccc(C)cc1NC(=O)CSc1nnc(-c2ccccn2)n1Cc1ccco1,11,29,3,i,1,30,-2,0,23,-1
COc1ccc(-c2cc(C3CCN(CC(O)C(F)(F)F)CC3)[nH]n2)cc1 (stereo unspecified),0,2,-7,i,-40,1,-4,1,5,0
CCOc1ccc(N(CC(=O)NCc2ccc(F)cc2)C(=O)c2ccco2)cc1,5,-13,0,i,-31,26,1,-22,21,-2
Cc1ccc(NC(=O)/C(Cl)=C\c2ccccc2)cc1,-10,-105,.,i,.,-30,.,1,6,-5
CN(Cc1ccccc1)C(=O)c1cc(S(=O)(=O)N2CCOCC2)cn1C,-7,-3,2,i,5,46,3,-1,-6,-2
Cc1cccc(NC(=O)C(=O)C2C(=O)Nc3ccccc32)c1 (stereo unspecified),-5,0,7,i,6,3,3,-8,-5,-2
Cc1noc(C)c1C(=O)N1CCN(c2cccc(Cl)c2)CC1,-4,18,3,i,-43,12,5,2,9,2
CC(=O)NC(c1ccccc1)c1nc2ccccc2[nH]1 (stereo unspecified),-4,-64,-1,i,-10,12,0,5,-2,0
O=C(NCc1ccc2c(c1)OCO2)c1c(O)nc2sccn2c1=O,0,-9,.,i,.,31,.,3,14,.
COc1ccccc1N(CC(=O)NCc1ccco1)S(C)(=O)=O,0,1,-3,i,-28,10,2,2,-8,-1
O=C(c1ccco1)N1CCN(C(=O)c2ccc(CS(=O)c3cccc(Cl)c3)o2)CC1 (stereo unspecified),10,1,-5,i,-20,9,-2,0,9,-2
O=C(Cn1ncc(Cl)c(Cl)c1=O)N1CCN(S(=O)(=O)c2ccc3ccccc3c2)CC1,61,30,-1,.,-10,17,10,1,76*,-1
O=C(Nc1ccc(C(=O)N2CCN(c3ccccn3)CC2)cc1)c1ccc(Br)o1,2,-8,.,i,.,21,.,3,-11,-4
CCN1CCCC1CNC(=O)C(=O)Nc1ccccc1OC (stereo unspecified),-4,22,2,i,-18,12,6,-2,-4,-5
COc1cc(S(=O)(=O)N(Cc2ccc(C)cc2)C2CCCCC2)ccc1-n1cnnn1,0,10,-4,i,-17,8,1,-2,6,10
Brc1ccc2[nH]c3c(NCc4ccccn4)ncnc3c2c1,-4,12,-7,i,-23,1,-3,2,5,4
CC(c1ccco1)N(C(=O)Nc1ccc(Cl)cc1)c1ccccn1 (stereo unspecified),6,-17,1,i,-18,0,4,-2,-3,4
O=C(Nc1ccc(Br)cc1)C1CC(O)CN1C(=O)Oc1ccccc1 (stereo unspecified),-1,-10,-1,i,-4,4,9,4,-8,-1
O=C(O)CCc1nn2c3ccccc3nc2n(Cc2ccccc2)c1=O,-1,14,-1,i,-7,7,3,2,1,-4
Cc1c(C(=O)N/N=C/c2cccnc2)sc(=S)n1C,-2,-6,4,i,-27,8,1,-4,-1,5
OCC1(Cc2ccccc2C(F)(F)F)CCN(Cc2cccc3cnccc23)CC1,-7,15,-5,i,-8,27,-2,5,-2,0
COc1ccc(C(=O)N2CCOC23CCN(c2ncccn2)CC3)cc1,-8,-8,1,i,-13,9,1,2,-12,1
CCCCN(C(=O)c1ccc(S(=O)(=O)N(C)C)cc1)c1nc2ccccc2s1,-8,15,7,i,-27,15,-6,3,-10,-2
NC1=NC(c2ccccc2)N=C(Nc2ccccc2)N1 (stereo unspecified),5,-12,1,i,-19,.,6,.,16,0
O=C(CCNS(=O)(=O)c1ccc2c(c1)CCC(=O)N2)Nc1ccc2c(c1)OCCO2,-34,-20,2,i,-18,10,2,2,-28,0
COc1ccc(C(=O)c2cnc[nH]2)cc1,-3,0,0,i,-1,3,-4,-6,11,4
CCCCC(=O)Nc1c(O)c2ccccc2[nH]c1=O,-1,5,0,i,-8,.,-7,.,-6,0
CN(CC(=O)Nc1ccc(N2CCOCC2)cc1)CC(=O)Nc1ccc(C(F)(F)F)cc1,.,.,-4,.,-19,4,4,1,.,0
Cc1cc(C)nc(N2CCN(c3nnnn3-c3ccccc3)CC2)n1,-7,-8,0,i,-16,24,0,0,-9,1
Oc1oc(-c2ccco2)nc1C=Nc1ccccc1,13,-21,0,i,-10,18,2,1,39,-5
CC(C)COc1ccc(C(=O)NC(=S)Nc2ccc(CN3CCOCC3)cc2)cc1,-10,1,0,i,-1,5,0,-3,5,-4
CC(=O)Nc1ccc(S(=O)(=O)N(C)CC(=O)OC(C)C(=O)NC2CCCCC2)cc1 (stereo unspecified),-1,-10,.,i,.,26,.,-3,-2,-3
CCc1cc(C)cc(OCCNC(=O)c2cncc(Br)c2)c1,-62*,-7,3,i,-26,24,2,0,-72,3
CCc1ccc2oc(=O)cc(CN3CCCCC3)c2c1,-5,35,1,i,-13,4,5,2,-1,0
O=c1c([N+](=O)[O-])c[nH]c2ccccc12,-7,-17,1,i,-32,29,11,-1,-2,4
CNC(=O)COC(=O)/C=C/c1c(C)nn(-c2ccccc2)c1C,5,10,0,i,-14,1,1,0,14,-1
CC(=O)OC[C@H]1COc2ccc3ccccc3c2[C@H]1N(C)C(C)=O,0,6,0,i,12,19,-2,1,-9,0

# 3 compounds from above, ordered by the value under aSyn 5UTR inh, ascending:
Molecule | aSyn 5UTR inh
O=c1c([N+](=O)[O-])c[nH]c2ccccc12 | -17
CNC(=O)COC(=O)/C=C/c1c(C)nn(-c2ccccc2)c1C | 10
CCc1ccc2oc(=O)cc(CN3CCCCC3)c2c1 | 35

# The list continues.
SMILES,HSF1 inhib,aSyn 5UTR inh,HSP90 inh,PolyA inh,KLF5 inhibitor,AI-2 QS modul,IEC-6 tox,GSK3beta inhib,HSF1 activator,GSK3 alpha inh
Cc1ccc(CNC(=O)CSc2nnc3c(n2)[nH]c2ccc(F)cc23)cc1,-7,15,1,i,0,40,2,3,-12,-3
Nc1cccc2c1C(=O)N(Cc1cccc(Cl)c1)C2=O,2,22,4,i,15,7,11,2,8,0
Cc1cc(C(=O)N=Nc2c(O)n(C(C)C)c3ccccc23)n[nH]1,-8,-21,1,i,-11,15,8,1,8,2
CCOC(=O)c1ccc(Nc2cc(C)nc3ncnn23)cc1,-20,23,-1,i,-32,7,7,-3,-28,2
Cc1ccc(S(=O)(=O)N[C@H](C(=O)N2CCC(C(=O)NCC(=O)O)CC2)C(C)C)cc1,-2,-6,1,i,-13,28,-1,1,29,1
Cc1cccc(NC(=S)c2nc3ccccc3s2)c1,0,-100,-1,i,-25,4,-5,3,15,0
Cc1cccc(NC(=S)NNC(=O)c2ccc(O)cc2O)c1C,1,-15,-1,i,-53,5,-7,-4,-11,-2
CCOC(=O)/C(=N\Nc1cccc(C(F)(F)F)c1)N(CCOC)CCOC,-8,-30,2,i,-65,11,-1,2,-4,-1
COc1ccc(O)c(/C=N/NC(=O)c2ccc(OCc3cccc(Br)c3)cc2)c1,-5,82*,0,i,-43,13,-1,0,-8,3
CCN(CC)C(=S)SCC(=O)c1ccc(F)cc1,43,-133,1,i,-99,6,4,2,66*,0
CN(O)/C=C1\C(=O)Nc2ccccc21,2,32,-2,i,-1,10,-3,-3,-8,.
CCC(C)(C)NC(=O)CN(C(=O)CNS(=O)(=O)c1ccc(F)cc1)c1ccc2c(c1)OCCO2,-5,-10,-2,i,-27,31,-6,0,3,0
COc1ccc(C(=O)Oc2cc(/C=N/NS(=O)(=O)c3ccc(C)cc3)ccc2OC)cc1,-3,-3,2,i,-24,12,3,-3,5,-2
Cc1ccc(C(=O)N(CC(=O)NC2CCCCC2)c2ccccc2C)s1,-8,27,1,i,3,3,-4,0,-8,5
CCN(CC)Cc1cc(NC2=NS(=O)(=O)c3ccccc32)ccc1OC(=O)c1ccccc1,-5,1,-6,i,-20,7,10,-1,5,-1
Cc1oc(-c2cccc(Cl)c2)nc1CN1CCC(C(=O)NCc2ccco2)CC1,-4,-10,2,i,-1,17,3,-2,2,.
Cc1ccccc1OC(=O)c1cccnc1,7,-7,-2,i,-22,8,1,3,26,3
CC(=O)CCc1ccc(OCCCCN2CCC(Cc3ccccc3)CC2)cc1,-6,-25,5,i,-30,22,-1,3,-6,0
CCN(CC)C(=O)CSc1nnnn1-c1ccc(F)c(Cl)c1,10,-18,-3,i,-37,-4,-2,-2,11,-1
CC(C)(C)NC(=O)N1CCn2cccc2C1c1ccccc1F (stereo unspecified),3,5,-10,i,-24,16,-4,-5,14,0
COCc1nnc(NC(=O)c2ccc3c(c2)OCO3)s1,11,-57,-2,i,-106,30,5,2,23,0
COc1cccc(CN2CCN(Cc3cccc4c3OCO4)CC2CCO)c1 (stereo unspecified),-8,-10,4,i,-19,16,-4,1,4,0
CC(=O)Nc1ccc(Oc2cncc(Cl)c2)nc1,-10,-8,3,i,-9,17,4,5,-9,-1
CC(=O)C(Sc1nc(N2CCOCC2)nc(N2CCOCC2)n1)C(=O)Nc1ccccc1 (stereo unspecified),16,-66,-3,i,-27,29,0,1,27,-1
COc1ccc(S(=O)(=O)NNC(=O)c2cccs2)cc1,2,0,5,i,-23,16,-5,1,4,-1
COc1cc(C2=NOC(C(=O)NCc3ccccn3)C2)cc(OC)c1OC (stereo unspecified),-1,-9,4,i,-17,9,-4,0,-4,-3
